Assay outcomes (PubChem)
EPAC2 agonist = qHTS for Agonist of cAMP-regulated guanine nucleotide exchange factor 4 (EPAC2): primary screen; EPAC2 activation, biochemical qHTS; response scale: 100% = 6.5 mM cAMP response; 360,000 compounds, 0.079% hits; Rap guanine nucleotide exchange factor 4 (Homo sapiens), Q8WZA2; Potency, µM (titrated, usually from 154 µM), for inactives: at the top dose activation, hits mostly activators; further: potency means the concentration at half of the fitted maximal effect; nearly all actives have a fitted effect of over 50% in size
Target sequence (Q8WZA2 whole entry, looked up): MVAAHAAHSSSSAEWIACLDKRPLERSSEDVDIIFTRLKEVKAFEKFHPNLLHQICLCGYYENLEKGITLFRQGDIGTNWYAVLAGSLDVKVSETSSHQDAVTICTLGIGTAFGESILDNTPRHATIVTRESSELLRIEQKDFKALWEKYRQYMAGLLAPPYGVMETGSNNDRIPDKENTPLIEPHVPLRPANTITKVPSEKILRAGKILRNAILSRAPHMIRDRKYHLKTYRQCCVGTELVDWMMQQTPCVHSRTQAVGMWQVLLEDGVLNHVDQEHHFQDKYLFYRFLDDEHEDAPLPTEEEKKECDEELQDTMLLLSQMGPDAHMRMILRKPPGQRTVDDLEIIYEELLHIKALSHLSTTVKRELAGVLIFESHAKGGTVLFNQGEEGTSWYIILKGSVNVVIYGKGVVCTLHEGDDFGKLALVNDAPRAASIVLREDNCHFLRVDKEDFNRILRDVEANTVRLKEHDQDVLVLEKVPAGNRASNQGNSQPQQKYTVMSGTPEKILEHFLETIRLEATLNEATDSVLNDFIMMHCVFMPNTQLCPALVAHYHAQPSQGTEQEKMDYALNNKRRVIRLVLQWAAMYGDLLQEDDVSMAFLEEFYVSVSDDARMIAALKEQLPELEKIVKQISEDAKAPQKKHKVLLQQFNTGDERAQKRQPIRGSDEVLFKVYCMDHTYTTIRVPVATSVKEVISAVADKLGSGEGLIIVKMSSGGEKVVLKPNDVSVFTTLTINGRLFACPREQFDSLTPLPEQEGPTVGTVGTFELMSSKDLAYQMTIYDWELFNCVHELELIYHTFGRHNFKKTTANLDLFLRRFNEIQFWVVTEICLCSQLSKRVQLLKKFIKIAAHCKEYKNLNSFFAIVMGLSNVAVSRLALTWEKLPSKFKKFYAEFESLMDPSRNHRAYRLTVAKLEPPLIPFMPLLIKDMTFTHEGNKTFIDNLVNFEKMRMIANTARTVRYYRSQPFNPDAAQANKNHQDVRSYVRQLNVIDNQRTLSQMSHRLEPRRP
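Compounds were added across a concentration range to EPAC2 (100 nM), RAP1B-BODIPY-GDP (250 nM) and GDP (50 uM). After 5 min at room temperature, fluorescence was recorded at 5-min intervals for 30 min.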
IL2 activator = qHTS of IL-2 Activators | IL-2 activation reporter assay, cell-based qHTS; stimulated with anti-CD3/CD4/CD28 beads; in transgenic mouse T cells | activation, % (series mostly up to about 46 µM) | 360,000 compounds, 0.065% hits; in the data active means activation above about 50%; inconclusive means mostly about 30% to 49%; further: 0% is about no effect
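Readout is EGFP and DsRed signal by fluorescent plate cytometry after 18 h at 37 degrees C. Transgenic mouse T cells (750/well) received compound for 60 min before bead stimulation (anti-CD3, anti-CD4, anti-CD28); memory T cells served as non-tolerant control.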
EPAC1 ag = qHTS for Agonist of cAMP-regulated guanine nucleotide exchange factor 3 (EPAC1): primary screen | Potency, µM (highest dose often 154 µM), for the others: top-dose activation, actives largely listed as activators | EPAC1 agonist qHTS, biochemical assay; response scale: 100% = response to 6.5 mM cAMP | Rap guanine nucleotide exchange factor 3 (Homo sapiens), O95398 | 360,000 compounds, 0.073% hits; further: potency means the concentration at half of the fitted maximal effect; nearly all actives have a fitted effect of over 60% in size
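Nucleotide exchange by EPAC1 (100 nM) on Rap1B–BODIPY-GDP (250 nM) in the presence of 50 uM GDP is tracked fluorescently at 480/540 nm over 30 min. Signals are normalized to a 6.5 mM cAMP control.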
PLK1 PBD block = qHTS for Inhibitors of PLK1-PDB (polo-like kinase 1 - polo-box domain): Primary Screen; 360,000 compounds, 2.8% hits; Potency, µM, for the others: max response, negative = inhibition, most hits filed as inhibitors; AID 720504, 2013; Serine/threonine-protein kinase PLK1 (Homo sapiens), P53350; Plk1 PBD binding of FITC phosphopeptide, fluorescence polarization; further: potency means the concentration at half of the fitted maximal effect; series mostly up to about 57 µM; on the % scale 0 is the no-effect control and ±100 the full control effect; nearly all actives have a fitted effect of over 65% in size
EPAC1 antagonist = qHTS for Antagonist of cAMP-regulated guanine nucleotide exchange factor 3 (EPAC1): primary screen. Rap guanine nucleotide exchange factor 3 (Homo sapiens), O95398. EPAC1 GEF assay, Rap1b-BODIPY-GDP exchange fluorescence. Potency, µM (series often up to 115 µM), without a hit: top-dose activity change, negative = inhibition, actives largely listed as inhibitors. 360,000 compounds, 0.14% hits. AID 720709, 2013;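 further: potency means the concentration at half of the fitted maximal effect; plate controls were vehicle for no effect and positive control for full effect; nearly all actives have a fitted effect of over 50% in size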
CCT chaperon mod = High-Throughput Screening for Modulators of Cytosolic Chaperonin Activity; purified chaperonin ATPase assay, HTRF ADP detection, 30 min; activity change, % (concentration not given with the values), hits read low; 360,000 compounds, 0.3% hits; in the data active means activity change below about -30%; further: on the % scale 0 is the no-effect control and ±100 the full control effect
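Nucleotide hydrolysis assay: TRiC at 20–40 nM final (set by batch activity) with 10 uM ATP, 30 min at 37 °C, in presence of 76 uM compound. Detection by competitive ADP HTRF, 30 min ambient.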
WRN helicase inh = qHTS for Inhibitors of WRN Helicase. Potency, µM (titrated, usually from 114 µM), without a hit: at the top dose activity change, negative = inhibition, actives largely listed as inhibitors. 360,000 compounds, 0.46% hits. WRN helicase unwinding, fluorescent forked duplex, kinetic. AID 651768, 2012. Bifunctional 3'-5' exonuclease/ATP-dependent helicase WRN (Homo sapiens), Q14191; further: potency means the concentration at half of the fitted maximal effect; on the % scale 0 is the no-effect control and ±100 the full control effect; nearly all actives have a fitted effect of over 55% in size
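WRN at 20 nM final preincubated with compound 15 min at room temperature; reaction started with 100 nM fluorophore/quencher forked duplex oligonucleotide and 2 mM ATP final. Unwinding followed kinetically by red fluorescence (ex 525, em 598 nm).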
PI5P4Ka inh = qHTS for Inhibitors of phosphatidylinositol 5-phosphate 4-kinase (PI5P4K); Phosphatidylinositol 5-phosphate 4-kinase type-2 alpha (Homo sapiens), P48426; PI5P4Kalpha enzyme, ADP-Glo luminescence, 60 min; stronger effect = lower value; AID 652105, 2013; 330,000 compounds, 1.2% hits; max response, %; active means max response of -50% or lower; inconclusive means between -30% and -50%; inactive means -30% or higher; further: value at the top dose of about 77 µM; on the % scale 0 is the no-effect control and ±100 the full control effect
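Reactions run in 0.038 M HEPES pH 7.4, 0.28 mM EGTA, 0.1% CHAPS and 5% DMSO, with PI5P4Kalpha, substrate, compound and 5 microM ATP final, one hour at room temperature. Readout is ADP-Glo luminescence.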
* hit, by the source's call; ? = inconclusive; . = no result given; [ ] = dose if it differs, or a comment. Unless noted, the call rests on the fitted dose curve; in most records, active means well fitted curve in the direction sought with a large enough effect; inconclusive means small, poorly fitted or top-dose-only effect, or another doubt; inactive means no such curve, though single readings can be large; an effect the other way counts as inactive or inconclusive. A portion of the library; rates above refer to the full screens.

Value order: EPAC2 agonist	IL2 activator	EPAC1 ag	PLK1 PBD block	EPAC1 antagonist	CCT chaperon mod	WRN helicase inh	PI5P4Ka inh
- Cc1cccc(C)c1NC(=O)C(C1CC1)n1c(=O)c(-c2ccco2)nc2ccccc21 (centres undefined)
→ 5.6%	-0.2	9.1%	-28.7%	?	.	-3.5%	?
- O=C(CSc1nnc(-c2ccco2)n1Cc1ccccc1)NC(=O)NCc1ccco1
→ 4.0%	-0.1	-1.0%	-6.8%	-1.5%	1.0	3.9%	-19.4
- O=C(COc1ccc(/C=N/NC(=O)c2cc3ccccc3o2)cc1Br)Nc1ccccc1
→ -6.8%	0.5	5.6%	-12.2%	-5.1%	-4.0	-15.1%	-21.6
- CC1(C)CC(=O)C(C=NC2CC(C)(C)NC(C)(C)C2)=C(O)C1
→ 0.8%	-0.1	0.8%	-1.1%	8.1%	0.1	-6.9%	.
- O=C(NN1CCOCC1)c1sc2cccc(F)c2c1Cl
→ 3.6%	0.0	4.1%	-5.7%	-13.2%	-3.3	-1.2%[57.1 µM]	2.0
- O=C(Nc1ccc(F)cc1)NC1(C(=O)NCc2ccco2)CCCCC1
→ 7.1%	-0.5	6.3%	-7.5%	-2.4%	0.6	12.3%	.
- O=C(C1CCCN(S(=O)(=O)c2ccc(Br)s2)C1)N1CCCCCC1 (centres undefined)
→ 3.3%	-0.6	1.3%	-8.0%	-2.8%	0.4	-26.0%[57.1 µM]	1.6
- CC1=C(C#N)S(=O)(=O)C(C#N)C(c2ccccc2)C1 (centres undefined)
→ 3.9%	-2.9	3.9%	1.9%	13.9%	0.7	-4.2%	-2.2
- O=C(O)CSCCc1ccccn1
→ 12.3%	-0.2	2.2%	29.9µM*	7.1%	0.8	6.5%	1.3
- COc1ccc(CC(=O)NNC(=O)c2ccccc2)cc1OC
→ 11.3%	1.9	-1.4%	-14.1%	-10.9%	-1.7	13.6%	-4.3

Further records follow:
Value order: EPAC2 agonist	IL2 activator	EPAC1 ag	PLK1 PBD block	EPAC1 antagonist	CCT chaperon mod	WRN helicase inh	PI5P4Ka inh
- O=C(Nc1ccc(N2CCOCC2)cc1N1CCOCC1)c1ccc([N+](=O)[O-])cc1Cl
→ 4.3%	-0.6	8.5%	1.0%	-1.6%	-1.3	-7.2%	9.1
- CCCn1nc(C(=O)Nc2ccc(S(=O)(=O)Nc3ncccn3)cc2)c2ccccc2c1=O
→ 2.4%	-2.4	4.3%	-4.2%	-7.0%	0.4	-16.3%	-10.6
- O=C(O)CC(NC(=O)CCc1ccccc1)c1ccc(Cl)cc1 (centres undefined)
→ 9.2%	-1.8	7.6%	2.0%	20.6%	0.0	0.9%	0.1
- CCN(CC)CCN(C(=O)c1ccc(C(C)=O)cc1)c1nc2ccc(Cl)cc2s1
→ -3.0%	0.2	3.4%	3.3%	5.7%	-1.4	2.7%	-5.1
- CC(=O)c1ccc(NC(=S)NC(NC(=O)c2ccco2)C(Cl)(Cl)Cl)cc1 (centres undefined)
→ 6.9%	0.8	-3.7%	-11.6%	-5.8%	-1.0	-9.8%	-13.1
- Cc1ccc(CNC(=O)Cn2ccc3cc(S(=O)(=O)N4CCCC4)ccc32)o1
→ 10.3%	-1.4	5.4%	-25.8%	-16.5%	-1.9	-7.1%	-7.3
- CC(C)(C)OC(=O)NCCC(=O)N/N=C/c1cccc2cccnc12
→ 4.8%	0.2	1.5%	-1.9%	3.7%	0.1	6.9%	-5.7
- CCCn1c(N)c(C(=O)CSc2nnc3ccccn23)c(=O)n(C)c1=O
→ -0.5%	-2.1	-3.1%	-0.4%	-3.9%	1.3	-5.2%	11.4
- CCOC(=O)[C@]12CCCC=C1N(Cc1ccc(Cl)cc1Cl)C(=O)[C@H](CC(=O)NCc1ccccc1)C2
→ 9.5%	-0.7	-7.1%	5.2%	-11.0%	1.1	-4.4%	13.0
- O=[N+]([O-])c1cc(S(=O)(=O)N2CCCC2)ccc1OCCOc1ccccc1
→ 11.4%	0.8	5.2%	1.8%	7.3%	0.0	-2.0%	9.9

(listing goes on)
Value order: EPAC2 agonist	IL2 activator	EPAC1 ag	PLK1 PBD block	EPAC1 antagonist	CCT chaperon mod	WRN helicase inh	PI5P4Ka inh
- Cc1sc2nc(SCC(=O)NCc3cccs3)[nH]c(=O)c2c1C
→ -2.9%	-2.9	-2.0%	-5.0%	0.8%	1.2	-15.0%	0.2
- N=c1n(CCCOc2ccc(Br)cc2)c2ccccc2n1CC(N)=O
→ -6.1%	-1.3	-3.6%	-7.7%	-1.0%	-0.7	1.6%	1.2
- COc1ccccc1Nc1nc(N)nc(CN2CCC(Cc3ccccc3)CC2)n1
→ 1.9%	-1.7	2.7%	-0.7%	-1.8%	-0.2	-9.9%	.
- CC1=NN(c2ccccc2)C(=O)C1C(=O)c1ccccc1 (centres undefined)
→ -4.8%	2.3	14.5%	-8.5%	-9.1%	-0.8	-14.8%	-3.3
- CC(=O)C1CCC2C3CCC4CC(=O)CCC4(C)C3C=CC12C (centres undefined)
→ 5.9%	-0.7	-12.3%	-10.1%	4.7%	-1.3	-20.0%	4.7
- COc1ccccc1C(=O)NNC1=NS(=O)(=O)c2ccccc21
→ 3.9%	-0.4	6.7%	-18.0%	18.6%	-2.0	1.7%	1.8
- O=C(CCC1CCCCC1)NCCS(=O)(=O)N1CCN(c2ccccc2)CC1
→ 11.1%	-1.3	0.2%	-1.0%	19.8%	0.9	4.9%	6.3
- O=C(Cc1ccccc1)Nc1cccc(N2CCCC2)c1
→ 14.0%	0.2	-16.2%	-9.6%	-11.9%	-2.1	-3.0%	-6.2
- CSCCC(NS(=O)(=O)c1ccc(C)cc1)C(=O)NCCc1c[nH]c2ccccc12 (centres undefined)
→ 9.6%	-2.1	10.0%	1.2%	-7.7%	-1.3	-7.7%	0.7
- CCCCNS(=O)(=O)c1ccc(NC(=O)C2c3ccccc3Oc3ccccc32)cc1
→ -6.9%	0.1	-20.6%	-4.6%	2.5%	-2.7	8.7%	-2.2

(next part)
Value order: EPAC2 agonist	IL2 activator	EPAC1 ag	PLK1 PBD block	EPAC1 antagonist	CCT chaperon mod	WRN helicase inh	PI5P4Ka inh
- NC(=O)c1c(NC(=O)c2cccs2)sc2c1CCCCCC2
→ -1.4%	2.1	-12.9%	-21.7%	-11.8%	-3.9	-18.6%[57.1 µM]	.
- O=C(COC(=O)/C=C/c1cccc(C(F)(F)F)c1)NC1CCCCCC1
→ 5.2%	0.1	4.1%	-0.7%	-5.6%	0.2	-3.9%	-1.6
- CC1=NN(C(N)=S)C(=O)C1N=Nc1c(Br)cc(Br)cc1Br (centres undefined)
→ -4.9%	1.8	-3.8%	23.8µM*	?	0.0	-17.8%[57.1 µM]	?
- CCC1C(=O)N=C(SCC(=O)Nc2nc3ccccc3s2)NC1=O (centres undefined)
→ 7.4%	-0.1	-0.4%	-20.3%	-19.1%	2.3	0.4%	-28.8
- Cc1cc2c(cc1C)CSC(c1ccc3ccccc3c1O)SC2
→ 9.6%	-1.4	11.2%	-16.8%	-24.2%	-1.1	-2.0%	3.1
- COc1ccc(C2Nc3ccccc3C(=O)N2c2ccccc2)cc1COc1ccccn1 (centres undefined)
→ 6.8%	2.5	-0.2%	-1.3%	-2.2%	-3.1	-10.6%	.
- COc1ccccc1N1C(=O)C(Cl)=C(N2CCCC2)C1=O
→ 3.6%	0.7	-3.9%	?	9.8%	-4.5	-31.7%	-0.4
- C/C(=N/NC(=O)Cc1c(C)[nH][nH]c1=O)c1ccc(O)cc1
→ 2.2%	0.9	5.1%	-8.2%	-11.3%	1.0	-2.8%	-0.3
- COc1ccc(NC(=O)C2(C)CCN2Cc2ccc(SC)cc2)cc1OC (centres undefined)
→ 5.4%	-0.5	1.9%	3.2%	-20.3%	0.2	-10.0%	3.0
- O=C(COc1ccc(Cl)cc1Cl)c1ccc[nH]1
→ 8.7%	-2.6	9.8%	-1.1%	-4.0%	-0.9	-2.3%	-18.3

New compounds follow:
Value order: EPAC2 agonist	IL2 activator	EPAC1 ag	PLK1 PBD block	EPAC1 antagonist	CCT chaperon mod	WRN helicase inh	PI5P4Ka inh
- COc1cc(SC)ccc1C(=O)NCCOc1ccc(F)cc1
→ 13.7%	0.1	7.3%	-20.4%	-23.4%	-0.8	-25.1%	-3.7
- O=C(NCC1CCOCC1)c1cc(COc2cccc(C(F)(F)F)c2)on1
→ -8.5%	-0.7	-2.4%	-12.1%	-1.7%	-0.4	4.6%	0.0
- O=C(CCc1ccccc1)NNC(=O)c1ccc(NC(=O)c2ccccc2)cc1
→ 1.8%	-4.1	-9.2%	-8.1%	?	2.3	-28.5%	-2.6
- CC1CCCC(NC(=O)COC(=O)Cc2ccsc2)C1C (centres undefined)
→ -6.5%	-0.3	-7.5%	-1.3%	-4.5%	-3.3	4.9%	-1.7
- C[C@@H]1CN([C@H](C)CO)C(=O)c2cc(NC(=O)C3CCCCC3)ccc2O[C@@H]1CN(C)Cc1ccc(C(F)(F)F)cc1
→ -14.3%	-0.3	-29.6%	-2.3%	-26.7%	1.5	-1.8%	6.9
- CC(C)CC(=O)Nc1cc2c3c(c1)C(C)C(=O)N3CCC2 (centres undefined)
→ 21.1%	0.6	6.8%	-6.2%	6.0%	0.2	0.1%	2.7
- O=C(Cc1ccsc1)OCC(=O)c1ccccc1
→ -3.3%	1.8	0.9%	-0.7%	-6.6%	-2.0	-19.0%	3.8

Looked up above.
Result for `CC1CCCC(NC(=O)COC(=O)Cc2ccsc2)C1C` (centres undefined) under CCT chaperon mod: -3.3
Result for `COc1cc(SC)ccc1C(=O)NCCOc1ccc(F)cc1` under EPAC2 agonist: 13.7%
